KLF5 inhibitor: inhibitors of KLF5 expression. DLD-1 KLF5 promoter-luciferase reporter, luminescence. inhibition, % at 5 µM. hit rate 0.23% among 290,000;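 active = inhibition above a per-plate limit of that plate's mean compound inhibition plus 3 SD, cut at about 60% in these data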;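 also: 0% = DMSO wells and 100% = LY294002 at 200 µM; higher means less KLF5 promoter-driven luciferase light; inactives centre near -14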
TRPC4 potent: allosteric potentiators of mouse TRPC4 channel; hit rate 0.42% among 310,000; HEK293 TRPC4beta/mu-opioid, DAMGO EC20, Fluo-4 Ca2+ flux; hits give high values; B-score at 10 µM; Q9QUQ5; AID 2227;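 active = B-score of calcium response area above 5 SD of library B-scores, with initial fluorescence ratio within 5 SD of library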;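 also: B-score of integrated fluorescence ratio over time as area under calcium response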
aSyn 5UTR inh: MLPCN primary screen, SNCA 5' untranslated region. alpha-synuclein 5'UTR reporter, inhibitor activity. inhibition, % (tested at 7.5 µM). hit rate 0.82% among 300,000. AID 1813; in the data active = inhibition above about 60%;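 also: H4 neuroglioblastoma cells stably carrying SNCA 5'UTR luciferase fusion; 0% = DMSO wells and 100% = positive control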
IEC-6 cytotox: IEC-6 cytotoxicity, counter-screen for KLF5 inhibitors; inhibition, % at 5 µM; hit rate 0.78% among 290,000; luminescence viability; in the data active = inhibition above about 22%;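 also: 0% = plate median of test compound wells and 100% = cytotoxic reference compound wells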
TRPC4 block: TRPC4 (mouse) channel inhibition; hit rate 0.39% among 300,000; Q9QUQ5; B-score at 10 µM; HEK293 TRPC4beta/mu-opioid, DAMGO-evoked Fluo4 calcium flux; hits give low values; AID 2247;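 active = B-score over 3 SD under the library average, no early fluorescence shift, positive overall ratio signal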
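Assay system – HEK293 line stably carrying TRPC4beta and mu-opioid receptor · Doses – single dose · Detection – Fluo4 calcium-dye fluorescence, kinetic read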
TRPC4 agonist: activators of mouse TRPC4 channel; Q9QUQ5; B-score at 10 µM; hit rate 0.49% among 310,000; HEK293 TRPC4beta/mu-opioid, Fluo4 calcium fluorescence; hits give high values;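 active = B-score above 5 SD of library B-scores, and initial fluorescence ratio not above library mean plus 5 SD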;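 also: positive B-score marks a calcium rise read as TRPC4 activation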
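Incubation: 45 min room-temperature Fluo4 loading, 110 s read / System: HEK293 cells stably co-expressing mouse TRPC4beta and mu-opioid receptor / Signal: Fluo4 fluorescence, kinetic / Control set: buffer (low) and maximal DAMGO (high) / Measure: integrated baseline-normalised fluorescence ratio, converted to per-well B score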
HIF activator: HIF pathway transcriptional activation; U2OS HRE-luciferase reporter, luminescence; normalized: DMSO 0%, desferrioxamine 100%; activation, % at 7.5 µM (by protocol); hit rate 0.32% among 300,000;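 active = mean activation of at least 10% of the iron chelator positive control signal, with at least half of replicates also reaching 10%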
MrgX1 antag: antagonists of human MrgX1 receptor; hit rate 1.3% among 310,000; Q96LB2; B-score at 10 µM; MRGX1-HEK293 calcium flux, Fluo-4, BAM8-22 antagonism; hits give low values;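 active = calcium-response B-score plate-corrected more than 3 library SD below zero, starting fluorescence within 5 deviations, no agonist response on first addition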;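 also: peak minus trough fluorescence over baseline after final BAM8-22 challenge near maximal dose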
SKKanGAS inh: blocks kanamycin growth of S. pyogenes SKKanGAS strain. inhibition, % at 7.5 µM. hit rate 1.3% among 300,000. BacTiter-Glo, 6 h;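 active = mean replicate score, as percent of positive control median, at least 50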;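 also: strain carries kanamycin resistance gene driven by streptokinase promoter and grows in 40 µg/ml kanamycin; loss of luminescence reflects streptokinase promoter inhibition or plain growth inhibition; 0% = median of DMSO wells and 100% = positive control at its reference dose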
TRPC6 inhibitor: inhibitors of mouse TRPC6 channel | HEK293-TRPC6, membrane potential dye, ACh-evoked depolarization; hits give low values | B-score at 10 µM | hit rate 1.1% among 310,000 | AID 2553;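 active = B-score under library mean minus 3 SD, initial fluorescence not abnormally high, positive integrated signal ratio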;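 also: B-score derived from integrated fluorescence ratio over the kinetic read; more negative B-score means stronger inhibition of depolarization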
Target sequence (Q61143 whole entry, looked up): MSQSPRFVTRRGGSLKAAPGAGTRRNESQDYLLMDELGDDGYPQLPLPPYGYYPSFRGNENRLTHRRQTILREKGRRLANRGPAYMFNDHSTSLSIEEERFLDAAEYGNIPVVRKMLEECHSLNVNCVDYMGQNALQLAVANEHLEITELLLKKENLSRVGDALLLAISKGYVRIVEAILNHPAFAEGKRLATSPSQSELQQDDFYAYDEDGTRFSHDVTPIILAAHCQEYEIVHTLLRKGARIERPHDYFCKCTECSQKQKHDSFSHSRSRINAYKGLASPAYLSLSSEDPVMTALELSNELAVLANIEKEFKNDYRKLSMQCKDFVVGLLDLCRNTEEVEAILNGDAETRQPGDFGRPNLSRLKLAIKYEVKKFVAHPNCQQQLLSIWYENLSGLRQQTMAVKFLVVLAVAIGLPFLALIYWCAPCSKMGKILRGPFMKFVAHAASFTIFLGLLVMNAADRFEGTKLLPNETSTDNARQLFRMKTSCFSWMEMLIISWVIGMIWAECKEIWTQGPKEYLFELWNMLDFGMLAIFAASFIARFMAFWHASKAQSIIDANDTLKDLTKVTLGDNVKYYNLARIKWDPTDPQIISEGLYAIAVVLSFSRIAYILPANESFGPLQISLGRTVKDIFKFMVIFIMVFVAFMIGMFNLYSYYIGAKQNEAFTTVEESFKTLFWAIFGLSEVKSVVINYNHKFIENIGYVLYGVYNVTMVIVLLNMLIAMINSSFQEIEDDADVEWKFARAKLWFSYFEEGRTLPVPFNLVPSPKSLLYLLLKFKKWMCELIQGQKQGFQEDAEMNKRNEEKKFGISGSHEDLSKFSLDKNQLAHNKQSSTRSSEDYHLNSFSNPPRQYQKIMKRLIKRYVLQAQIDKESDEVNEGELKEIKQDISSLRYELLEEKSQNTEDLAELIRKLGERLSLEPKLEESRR
TRPC6 activator: activators of mouse TRPC6 channel; HEK293-TRPC6 membrane potential dye fluorescence; hits give high values; hit rate 0.13% among 310,000; B-score at 10 µM;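 active = B-score of the integrated fluorescence ratio above library mean plus 3 SD, and starting fluorescence ratio within library mean plus 5 SD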;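 also: higher score means more depolarization so channel activation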
* hit, by the source's call; i = inactive; · = not tested or not shown.

molecule	TRPC6 inhibitor	IEC-6 cytotox	TRPC4 agonist	SKKanGAS inh	KLF5 inhibitor	HIF activator	TRPC4 potent	MrgX1 antag	TRPC4 block	TRPC6 activator	aSyn 5UTR inh
COc1ccc(Cl)cc1NC(=S)N1CCN(C(=O)C2CCCO2)CC1 (stereo unspecified)	i	3	i	3	-6	·	i	i	i	i	·
Cc1ccc(-c2noc(CCCC(=O)N3CCOCC3)n2)cc1	i	10	i	6	3	0.0	i	i	i	i	10
Cc1nc2ncnn2c(C)c1Cc1c(Cl)cccc1Cl	i	0	i	-1	-20	-0.3	i	i	i	i	1
S=C(NCc1ccco1)NCC1CCCO1 (stereo unspecified)	i	0	i	0	-53	0.5	i	i	i	i	17
N=C(N)SCc1nc2ccccc2c(=O)n1-c1ccccc1Cl	i	-2	i	-1	-18	-0.7	i	i	i	i	-47
Cc1ccc(-c2ccc(OCC(=O)N3CCOCC3)cc2)cc1	i	1	i	6	-39	1.5	i	i	i	i	-50
CN1C(C(=O)NCc2ccc(OC(F)(F)F)cc2)CC2Cn3c(nc4ccccc43)C21 (stereo unspecified)	i	·	i	-1	·	-0.1	i	i	i	i	9
O=[N+]([O-])c1cc(S(=O)(=O)N2CCCC2)ccc1NCCc1ccccc1	i	2	i	-10	-9	-0.8	i	i	i	i	13
Nn1c(SCc2ccccc2)nnc1-c1ccccn1	i	0	i	5	-61	1.4	i	i	i	i	-70
COc1ccc(CCC(C)NCCc2ccc(Cl)cc2Cl)cc1 (stereo unspecified)	i	4	i	2	-34	-1.9	i	i	i	i	-12
COc1ccccc1NC(=S)N1CCc2cc(OC)c(OC)cc2C1	i	3	i	-1	24	1.2	i	i	i	i	5
Cc1cc2c(ncn2C)c(NS(=O)(=O)c2ccccc2Cl)c1C	i	2	i	-5	0	0.0	i	i	i	i	32
CCCC1=Nc2cc(C(=O)NCCN3CCCC3)ccc2Sc2ccccc21	i	-3	i	0	-28	0.0	i	i	i	i	-15
Cc1cc(C(=O)OCC(=O)NCc2ccc(Cl)cc2)c(C)o1	i	-6	i	-4	-19	0.3	i	i	i	i	12
CC1=C(C(=O)N(C)C)C(c2ccc(C)s2)NC(=S)N1 (stereo unspecified)	i	1	i	-5	-40	-0.4	i	i	i	i	1
O=C(Nc1cccs1)Nc1ccccc1Br	i	6	i	8	-8	0.7	i	i	i	i	-89
CCN(CC)S(=O)(=O)c1cccc(NC(=O)c2ccc(Sc3nncn3C)c([N+](=O)[O-])c2)c1	i	-10	i	-2	-1	-0.2	i	i	i	i	8
O=C(c1cccs1)N(C(=O)c1cccs1)c1ccc(Br)cn1	i	4	i	13	-182	4.1	i	i	i	i	-144
Cc1cnc([N+](=O)[O-])n1CCOC(=O)NC(=O)c1ccccc1	i	2	i	-1	4	-0.4	i	i	i	i	11
COc1ccc(C(=O)c2ccc(N3CCOCC3)c([N+](=O)[O-])c2)cc1	i	1	i	-6	-17	0.1	i	i	i	i	-4
CC(=O)c1cccc(NC(=O)c2c(F)c(F)c(F)c(F)c2F)c1	i	-1	i	-3	-22	0.0	i	i	i	i	-29
Cc1ccc2[nH]cc(C(=O)CN3CCC4(CC3)OCCO4)c2c1	i	1	i	2	-13	0.2	i	i	i	i	-28
O=C(NCc1cc(C(F)(F)F)cc(C(F)(F)F)c1)C1CC(c2cccc(F)c2)=NO1 (stereo unspecified)	i	·	i	-3	·	0.0	i	i	i	i	3
O=C1CC(NNc2nc3ccccc3s2)C(=O)N1c1ccc(F)cc1 (stereo unspecified)	i	1	i	3	-54	0.9	i	i	i	i	11
Cn1c2ccccc2c2cc([N+](=O)[O-])ccc21	i	-1	i	-6	-32	-0.3	i	i	i	i	24
COc1ccc([N+](=O)[O-])cc1NC1C2CC3CC(C2)CC1C3 (stereo unspecified)	i	-3	i	6	-25	2.4	i	i	i	i	38
Cn1c2ccccc2c(=O)c2cc(C#Cc3ccsc3)ccc21	i	1	i	9	-106	1.1	i	i	i	i	-187
O=C(O)c1cccc(C(=O)O)c1	i	-2	i	6	-31	0.6	i	i	i	i	9
Cc1ccc2cc3cc(C(=O)N(CC(=O)NC4CCCC4)c4cccc(C)c4C)sc3nc2c1	i	4	i	26	-4	0.1	i	i	i	i	11
O=C(COC(=O)c1cc([N+](=O)[O-])ccc1N1CCOCC1)Nc1ccccc1OC(F)F	i	·	i	-3	·	-0.7	i	i	i	i	-8
CN(C)C(=O)N1CCC(C(=O)NCc2ccc3c(c2)OCO3)CC1	i	0	i	0	-9	·	i	i	i	i	·
c1cncc(Nc2c3ccccc3nc3ccccc23)c1	i	4	i	-3	3	0.9	i	i	i	i	-10
COc1ccc(-c2nn(C)c(=O)c3ccccc23)cc1CNC(=O)CN1CCOCC1	i	-2	i	-1	-2	-0.2	i	i	i	i	2
O=C(Cc1cccs1)N1CCC(c2nc3c(nnn3Cc3ccccc3)c(=O)[nH]2)CC1	i	1	i	-1	-27	-0.2	i	i	i	i	-1
CC1(C)OC(=O)C(=CNCC(=O)NCC(=O)O)C(=O)O1	i	-4	i	5	-35	0.1	i	i	i	i	12
O=S(=O)(c1ccc(F)cc1)N1CCN(c2ncccn2)CC1	i	1	i	-2	-31	-0.2	i	i	i	i	11
NC(=O)CSc1nnc(-c2cnccn2)n1-c1ccccc1	i	-1	i	-2	-41	-0.3	i	i	i	i	8
CC1(C)S[C@@H]2[C@H](NC(=O)COc3ccccc3)C(=O)N2C1C(=O)OCc1ccccc1 (stereo partly specified)	i	·	i	97*	·	0.7	i	i	i	i	6
CCn1c(SCC(=O)Nc2oc(C)c3c(C)n[nH]c(=O)c23)nc2sc(C)c(C)c2c1=O	i	·	i	-3	·	0.4	i	i	i	i	10
CCOC1OC(=O)C(Cl)=C1Nc1ccc(C)cc1 (stereo unspecified)	i	4	i	1	9	0.8	i	i	i	i	10
CN(Cc1nc(-c2cnccn2)no1)CC1(c2ccccc2)CC1(C)C (stereo unspecified)	i	-4	i	-5	-33	0.2	i	i	i	i	-19
N#Cc1c(N)n(-c2ccc(O)cc2)c2nc3ccccc3nc12	i	6	i	4	-25	0.0	i	i	i	i	25
CC(=O)NC(CC(=O)O)c1ccc(F)cc1 (stereo unspecified)	i	-2	i	-4	-31	0.4	i	i	i	i	3
c1ccc(COc2cccc(CN3CCCCC3)c2)cc1	i	-5	i	7	-5	-0.6	i	i	i	i	-2
O=C(CCC(=O)N1CCOCC1)NCCc1ccc(Cl)cc1Cl	i	-8	i	39	-31	0.0	i	i	i	i	5
CCc1nnc(NC(=O)c2c(C)nn(-c3ccccc3)c2Cl)s1	i	2	i	1	-35	1.2	i	i	i	i	-51
COc1ccc(-n2ncc3c(=O)n(CC(=O)N4CCCc5ccccc54)cnc32)cc1	i	-3	i	·	-5	-0.1	i	i	i	i	7
CC(CN1CCOCC1)OC(=O)c1ccc(Br)cc1 (stereo unspecified)	i	1	i	40	-25	0.3	i	i	i	i	-22
Cc1ccc(S(=O)(=O)NCCC(=O)NC2CC2)cc1	i	-12	i	-6	-17	-0.2	i	i	i	i	11
Cc1cc(C#N)c(SCC(N)=O)nc1-c1ccc(F)cc1	i	-9	i	2	-29	0.4	i	i	i	i	17
COc1ccc(C(=O)n2cnnc2N)cc1	i	3	i	1	-7	-1.5	i	i	i	i	-4
CCN1CCN(CCCNC(=O)c2ccc(/C=C3/Oc4ccccc4N(Cc4cccc(C)c4)C3=O)cc2)CC1	i	-1	i	12	-10	-5.5	i	i	i	i	101*
O=C(O)c1ccc(S(=O)(=O)N2CCC(n3nnc4cc(C(F)(F)F)ccc43)CC2)cc1	i	8	i	8	10	-0.3	i	i	i	i	8
CCc1nnc(NC(=O)CSc2nc(C)cc(C)c2C#N)s1	i	1	i	-1	-131	-2.3	i	i	i	i	-19
Cc1ccc(NC(=O)CN2CCN(S(=O)(=O)c3cccs3)CC2)cc1S(=O)(=O)N(C)C	i	-8	i	-3	-8	-0.2	i	i	i	i	2
CS(=O)(=O)c1ccc2nnn(OCC(=O)Nc3ccc(Br)cc3Br)c2c1	i	-2	i	1	-5	-0.1	i	i	i	i	7

Next section:
molecule	TRPC6 inhibitor	IEC-6 cytotox	TRPC4 agonist	SKKanGAS inh	KLF5 inhibitor	HIF activator	TRPC4 potent	MrgX1 antag	TRPC4 block	TRPC6 activator	aSyn 5UTR inh
COc1ccc(/C=C/C(=O)Nc2ccc(NC(C)=O)cc2)cc1S(=O)(=O)N1CCOCC1	i	-5	i	10	-19	1.3	i	i	i	i	-2
CCc1ccccc1-n1nnnc1SCC(=O)Nc1ccc(N2CCN(C)CC2)cc1	i	4	i	-3	-27	-0.1	i	i	i	i	-5
CCOC(OCC)c1ccc(/C=C\c2nccc(N)n2)cc1	i	3	i	-5	-49	1.6	i	i	i	i	-117
CN(C)CCN(C(=O)CCS(=O)(=O)c1ccccc1)c1nc2cc3c(cc2s1)OCO3	i	0	i	1	-25	0.4	i	i	i	i	-24
CCOC(=O)CNc1nc(Cl)nc(NC(C)(C)C)n1	i	8	i	-9	-24	0.0	i	i	i	i	2
Cn1cccc1/C=N/NC(N)=S	i	4	i	2	-9	-0.3	i	i	i	i	16
O=S(=O)(c1ccccc1)N(Cc1ccc(Cl)cc1)c1ccncc1	i	-5	i	0	-26	0.0	i	i	i	i	8
CCOc1ccc2nc(NC(=O)c3ccc(OCC4CCCO4)cc3)sc2c1 (stereo unspecified)	i	-5	i	20	-57	1.1	i	i	i	i	-99
